TNF death inh = inhibitors of TNF-alpha induced necroptosis in Jurkat FADD-/- cells. Jurkat FADD-/- TNF necroptosis rescue, ATP luminescence, 24 h; 0 = TNF only, 100 = no-TNF cells. activation (protection from cell death), % at 10 µM. 220,000 tested, 0.068% active. AID 463075;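 active means activation, meaning protection from cell death, of at least 50% relative to plate controls; inactive means activation below 50%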;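 further: necroptosis triggered by 40 ng/mL TNF-alpha added together with compound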
L929 necroptosis = blocks zVAD induced death of L929 cells | L929 zVAD necroptosis rescue, ATP luminescence, 24 h; with zVAD 60 µM | viability rescue, % at 10 µM | 220,000 tested, 0.38% active | AID 1377;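 active means activation, scaled between plate controls, above about 75%, limit read from the data; inactive means activation under that limit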;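 further: 0% = zVAD with DMSO and 100% = DMSO alone without zVAD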
EP2 antag = inhibitors of human EP2 prostaglandin E2 receptor; P43116; C6 glioma cells expressing human EP2, cAMP TR-FRET; cells stimulated with saturating PGE2; inhibition, % at 25 µM; 260,000 tested, 0.52% active; AID 1422;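 active means percent inhibition above 40 after rounding to a whole number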;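 further: rat C6 glioma host cells with rolipram phosphodiesterase inhibitor present; the protocol text gives 20 µM as final concentration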
Target sequence (P43116 whole entry, looked up): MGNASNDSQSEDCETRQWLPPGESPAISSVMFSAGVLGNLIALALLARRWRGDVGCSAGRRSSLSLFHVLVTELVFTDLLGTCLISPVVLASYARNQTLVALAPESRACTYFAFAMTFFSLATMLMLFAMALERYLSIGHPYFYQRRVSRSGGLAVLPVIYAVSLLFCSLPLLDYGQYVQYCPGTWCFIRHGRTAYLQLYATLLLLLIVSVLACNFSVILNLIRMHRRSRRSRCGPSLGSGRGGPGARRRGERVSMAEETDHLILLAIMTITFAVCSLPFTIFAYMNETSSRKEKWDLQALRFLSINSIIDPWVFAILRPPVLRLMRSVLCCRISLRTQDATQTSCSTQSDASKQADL
RBBP9 inhibitor = blocks human serine hydrolase RBBP9. 220,000 tested, 0.2% active. O75884. recombinant RBBP9, FP-Rh probe fluorescence polarization. inhibition, % at 7.94 µM;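 active means inhibition above the campaign mean of all tested compounds plus 3 SD, cut at about 14% in these data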;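 further: plate controls were DMSO wells with RBBP9 for no effect and wells lacking RBBP9 protein for full effect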
Target sequence (O75884 whole entry, looked up): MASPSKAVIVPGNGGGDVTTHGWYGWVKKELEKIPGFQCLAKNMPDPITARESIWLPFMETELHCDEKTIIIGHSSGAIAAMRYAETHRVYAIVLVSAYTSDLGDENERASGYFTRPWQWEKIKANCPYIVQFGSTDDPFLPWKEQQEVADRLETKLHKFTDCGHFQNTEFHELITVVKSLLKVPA
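System: RBBP9 protein / Buffer or medium: Tris/NaCl buffer pH 8.0 with 0.1% Pluronic / Probe or stimulus: Serine-hydrolase probe FP-Rh, 375 nM pre-mixing / Dosing: 7.94 µM single dose, 0.794% DMSO / Times: enzyme-compound preincubation 30 min, then probe labeling 45 min, 25 °C / Technique: fluorescence polarization (mP), excitation 525 nm, emission 598 nm / Replication: singlicate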
Hck-Nef inh = blocks Nef-activated human Hck kinase; inhibition, % at 20 µM; P08631; Recombinant Hck-YEEI plus Nef, Z-Lyte FRET kinase assay; 220,000 tested, 0.68% active;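 active means Hck-Nef kinase inhibition above about 50%, limit read from the data; inactive means inhibition below that limit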;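 further: 0% = DMSO with Hck plus Nef and 100% = Hck alone without Nef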
Target sequence (P08631 whole entry, looked up): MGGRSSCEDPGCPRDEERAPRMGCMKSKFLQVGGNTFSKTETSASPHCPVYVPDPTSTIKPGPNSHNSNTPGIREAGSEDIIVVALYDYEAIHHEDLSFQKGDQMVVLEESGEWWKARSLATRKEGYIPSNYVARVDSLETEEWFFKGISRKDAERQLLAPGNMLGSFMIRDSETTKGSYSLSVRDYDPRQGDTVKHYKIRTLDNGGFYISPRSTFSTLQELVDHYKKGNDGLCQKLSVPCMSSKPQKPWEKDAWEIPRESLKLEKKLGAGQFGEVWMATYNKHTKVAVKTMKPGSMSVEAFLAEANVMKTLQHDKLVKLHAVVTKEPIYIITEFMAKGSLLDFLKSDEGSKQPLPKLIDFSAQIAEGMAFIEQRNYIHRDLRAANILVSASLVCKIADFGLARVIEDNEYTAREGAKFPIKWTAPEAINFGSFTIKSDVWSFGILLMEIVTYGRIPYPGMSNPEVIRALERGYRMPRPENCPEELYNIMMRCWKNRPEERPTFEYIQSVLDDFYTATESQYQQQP
EP2 mod = modulators of human EP2 prostaglandin E2 receptor; P43116; EP2-expressing cells, cAMP HTRF FRET, PGE2 co-stimulation; induction, % at 25 µM; 260,000 tested, 0.83% active; AID 940;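 active means compounds whose cAMP rise, as percent of the full-agonist control response, exceeds 60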;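 further: rat C6 glioma line stably carrying human EP2 under a CMV promoter; the protocol text gives 20 µM as final concentration; 100% = response of wells given 1 µM PGE2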
Runt-CBFb FRET = blocks binding of human RUNX1 Runt domain to CBFb; 220,000 tested, 0.46% active; Q01196+Q13951; AID 1496; Cerulean-Runt/Venus-CBFb FRET ratio 530/480, 1 h; inhibition, % at 20 µM;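 active means inhibition over about 50% at 20 µM in the single-dose screen, limit read from the data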;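 further: 0% = DMSO wells and 100% = excess unlabeled CBFb competitor control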
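Assay system: Cerulean-Runt domain fusion protein, energy donor; Signal: fluorescence energy transfer, 422 nm excitation, 530/480 nm emission; Timing: 1 h compound exposure, room temperature; Control set: unlabeled CBFb; Medium: Tris buffer pH 7.5 with salts and BSA; Compound: single test concentration of 20 µM, 1% DMSO final; Probe or stimulus: Venus-CBFb 100 nM.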
Runt-SMMHC FRET = inhibitors of human RUNX1 Runt domain binding to CBFb-SMMHC; Cerulean-Runt/Venus-CBFb-SMMHC FRET ratio 530/480, 1 h; inhibition, % at 20 µM; Q01196+Q13951; 220,000 tested, 0.74% active;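 active means mean inhibition across duplicate retests at 20 µM reaching about 50%, limit read from the data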;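 further: 0% = DMSO wells and 100% = wells with excess untagged CBFb-SMMHC; inhibitors lower the FRET ratio by blocking Runt binding to CBFb-SMMHC; some results filed as inactive read as strong as hits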
PERK inh = inhibitors of human PERK kinase | CHO PERK-DD fusion, SEAP luminescence translation reporter | inhibition, % at 5.6 µM | 220,000 tested, 0.17% active;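 active means inhibition above the mean inhibition of all tested compounds plus 3 SD, set separately per screening campaign, cut at about 2.9% in these data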;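 further: PERK kinase domain activated by AP20187 dimerizer at 100 nM; 0% = DMSO with dimerizer and 100% = rapamycin at 8.4 µM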
Numbers without * were called inactive; · = no result given; & = joins results of further samples.

SMILES,TNF death inh,L929 necroptosis,EP2 antag,RBBP9 inhibitor,Hck-Nef inh,EP2 mod,Runt-CBFb FRET,Runt-SMMHC FRET,PERK inh
O=C(NNC(=S)Nc1cccc(C(F)(F)F)c1)c1cccc(Cl)c1,2.3,1.0,5,-3,2,2,2,2,-0.6
OC(COc1ccc(CNCCc2ccc(C(F)(F)F)cc2)cc1)CN1CCCCC1 (stereo not drawn),-16,-4.1,3,-8,27,-67,0,-1,-0.9
Cc1sc(-c2ccccn2)nc1OC(=O)c1cccc(Cl)c1Cl,0.2,-0.1,7,-4,1,-30,-3,-9,1.2
O=S(=O)(NC12CC3CC(CC(C3)C1)C2)c1ccc(F)cc1,3.2,0.7,9,3,1,46,0,3,-1.2
COc1cc(OC)nc(Oc2ccccc2C(=O)Oc2ccc(F)cc2Cl)n1,-1.8,0.0,6,-7,1,51,-2,0,1.6
Cc1onc(-c2c(F)cccc2Cl)c1C(=O)N=C(N)N1CC(C)OC(C)C1 (stereo not drawn),5.2,-0.3,3,6,9,10,-2,-3,1.8
O=C(Nc1ccccc1C(=O)NCCc1ccccc1)c1ccco1,0.1,-0.2,14,-7,1,-19,-2,-4,0.4
CSc1ncc(Cl)c(C(=O)Nc2ccc(NC(C)=O)cc2)n1,-0.2,2.0,4,5,-17,-22,-1,-2,-0.5
CCOc1ccc(S(=O)(=O)N(C)c2ccc(OCC(=O)N3c4ccc(C)cc4C4CN(C)CCC43)cc2)cc1 (stereo not drawn),4.9,-0.1,3,-14,-3,-20,-4,-2,-0.5
O=C(CCN1C(=O)c2ccccc2C1=O)OCn1nnc2ccccc2c1=O,0.9,2.1,0,-9,1,8,-1,-5,1.0
CSCCC(NC(=O)c1ccc(Cl)cc1)C(=O)OCC(C)=O (stereo not drawn),-0.3,0.8,7,-5,17,12,2,-2,0.5
CCCC(=O)Nc1nc2c(C)c(Cl)ccc2s1,1.7,0.6,4,-9,16,-21,0,2,0.5
CCOc1ccc2nc(N3CCC(C(=O)Nc4nnc(CC)s4)CC3)sc2c1,0.5,0.7,3,-2,-10,10,-3,-11,-0.5
CCOc1cc(C)c(Cl)cc1S(=O)(=O)NCc1ccco1,0.7,·,4,4,-7,16,0,-8,0.7
COC(=O)CNC(=O)COC(=O)/C=C/c1ccc2ccccc2n1,2.0,10,4,-1,27,-7,2,-2,0.5
O=C(CSCc1cccc(Br)c1)N1CCOCC1,-1.7,-0.1,4,-1,2,36,-4,-1,1.3
CC(CN1CCN(C)CC1)OC(=O)c1ccccc1Cl (stereo not drawn),1.8,-1.0,·,-7,-4,-15,-2,-4,0.4
Cc1nc(NC(=O)c2ccccc2)sc1-c1csc(N)n1,-8.7,67,13&9,-3,4,-31&-82,3,2,-0.7
COc1ccc(NC(C)=O)cc1C,1.2,0.8,7,-9,23,18,0,-4,0.8
C[C@H]1COC2=C1C(=O)C(=O)c1c2ccc2c1CCCC2(C)C,-3.0,2.1,16&26,5,12,-23&-30,-2,-7,1.5
Cc1ccc(CN2CCN(/N=C/c3ccc(C(=O)O)cc3)CC2)cc1,2.4,0.9,6,-4,2,-7,5,-5,2.2
Nc1c(C(=O)NCc2ccc3c(c2)OCO3)c2nc3ccccc3nc2n1CCCN1CCOCC1,-4.5,1.4,16,-5,42,9,22,81*,-1.1
Cc1ccc(-c2nc3cnccn3c2Nc2ccccc2)o1,-4.3,0.0,13,·,4,-37,7,2,·
O=C(Nc1nc(-c2ccccc2)cs1)c1cccc([N+](=O)[O-])c1,-5.2,0.3,10,-7,0,-46,1,-7,-0.3
CNC(=O)C1CC(=O)N/C(=N/N=C(\C)c2cccs2)S1 (stereo not drawn),-1.1,-0.3,14,-11,1,11,0,-6,0.0

Arranged by count of non-hydrogen atoms (largest number first): part of the list above.
SMILES,TNF death inh,L929 necroptosis,EP2 antag,RBBP9 inhibitor,Hck-Nef inh,EP2 mod,Runt-CBFb FRET,Runt-SMMHC FRET,PERK inh
O=C(Nc1ccccc1C(=O)NCCc1ccccc1)c1ccco1,0.1,-0.2,14,-7,1,-19,-2,-4,0.4
CSc1ncc(Cl)c(C(=O)Nc2ccc(NC(C)=O)cc2)n1,-0.2,2.0,4,5,-17,-22,-1,-2,-0.5
CCCC(=O)Nc1nc2c(C)c(Cl)ccc2s1,1.7,0.6,4,-9,16,-21,0,2,0.5

Entries of single compounds from above. Screens in order: TNF death inh	L929 necroptosis	EP2 antag	RBBP9 inhibitor	Hck-Nef inh	EP2 mod	Runt-CBFb FRET	Runt-SMMHC FRET	PERK inh
O=C(NNC(=S)Nc1cccc(C(F)(F)F)c1)c1cccc(Cl)c1 is entered as 2.3	1.0	5	-3	2	2	2	2	-0.6
CC(CN1CCN(C)CC1)OC(=O)c1ccccc1Cl (stereo not drawn) is entered as 1.8	-1.0	·	-7	-4	-15	-2	-4	0.4
O=C(Nc1ccccc1C(=O)NCCc1ccccc1)c1ccco1 is entered as 0.1	-0.2	14	-7	1	-19	-2	-4	0.4

Other compounds follow:
SMILES,TNF death inh,L929 necroptosis,EP2 antag,RBBP9 inhibitor,Hck-Nef inh,EP2 mod,Runt-CBFb FRET,Runt-SMMHC FRET,PERK inh
COc1ccccc1-c1c(C)nn2c(N3CCN(Cc4ccccc4)CC3)cc(C)nc12,0.1,0.9,11,-9,4,-4,-3,-3,-0.8
Cc1ccc2c(CC(=O)NCCc3ccc(S(N)(=O)=O)cc3)coc2c1,-0.3,0.2,3,-17,21,-20,-1,-1,0.3
O=C(NCc1cccnc1)c1ccc(Cn2c(=S)[nH]c3ccc(Br)cc3c2=O)cc1,0.0,8.8,11,-6,36,-19,-1,-5,0.7
Cc1nc(SC(C)C)[nH]c(=O)c1Cc1ccccc1,-3.2,0.2,10,2,0,12,-5,-5,0.9
Cc1cc(C)cc(NC(=O)N2CCCC2C(=O)Nc2ccc(-n3cnnn3)c(C)c2)c1 (stereo not drawn),-1.1,-0.1,7&2,-7,-1,19&20,-2,2,-0.7
Cc1cc(/C=N/NC(=O)c2cccs2)c(C)n1-c1ccccc1,-13,-0.4,7,-4,11,26,1,3,-0.2
CCN(CC)CCN1C(=O)c2cccc3cc(N)cc(c23)C1=O,-16,59,38&11,5,-15,7&58,-38,-122,0.7
Cn1c(=O)c2c3c(sc2n2c(SCC(N)=O)nnc12)CC(C(C)(C)C)CC3 (stereo not drawn),-5.0,0.1,15,-12,6,45,-3,-4,-0.1
CCOc1ccc2c(c1)c(N=Nc1cccc(C(=O)O)c1)c(O)n2C,1.6,1.8,11,1,1,25,-8,-3,0.4
O=C(O)c1ccc2c(c1)OCCO2,0.8,-0.2,14,-4,1,-1,-3,0,0.8
CC1(C)CC(=O)C=C(Nc2ccccc2F)C1,-2.6,-0.2,16,-6,1,5,1,0,1.2
COC(=O)c1cn(Nc2ncc(C(F)(F)F)cc2Cl)c(=O)c2ccccc12,0.4,0.7,10,-3,1,31,3,2,0.5
Cc1ccccc1Cn1c([N+](=O)[O-])cnc1C,-4.3,-0.2,7,-6,-1,40,-1,-3,-0.1
CCC(CC)C(=O)Nc1ccncc1,0.4,-0.4,7,5,-8,-6,0,3,0.8
COc1cc([N+](=O)[O-])ccc1NC(=O)CN1CCOCC1,-1.1,0.1,5,0,12,0,-3,-1,1.8
O=c1[nH]c2ccc(S(=O)(=O)N3CCCCC3)cc2[nH]c1=O,-0.8,0.4,7,3,8,33,-3,-5,1.6
CCCNC(=O)c1csc2c1CCCCC2,-0.3,0.6,6,0,-2,-8,-1,4,0.1
CN(C)C=NC(=O)c1cc(C(=O)c2ccc(Cl)cc2Cl)c[nH]1,-2.2,6.1,22,0,23,-32,1,-5,0.8
S=c1[nH]nc(-c2ccccc2)n1/N=C/c1cccs1,-1.2,0.3,17,-1,-2,12,10,15,-0.8
CCC1(C)Cc2nc3[nH]c(=S)n(-c4ccccc4C)c(=O)c3cc2CO1 (stereo not drawn),-0.1,-0.4,7,-4,28,-8,0,2,0.4
CCCCNC(=S)N1CCN(Cc2ccc3c(c2)OCO3)CC1,2.0,1.2,8,-3,12,-14,2,-3,0.3
COc1ccc(NC(=O)CSc2ncccc2C(=O)OC(C)C)cc1OC,-8.3,0.7,7,-4,11,-5,3,-1,-1.6
CCN(CC)S(=O)(=O)c1cc(C)c(C)cc1Br,-2.7,0.3,20,-5,0,18,0,0,1.3
O=C1CCN(Cc2nnnn2CC2CCCO2)c2ccccc2N1 (stereo not drawn),-0.7,0.2,5,-4,4,15,0,-5,1.3
CCCC1(C(=O)O)NC(c2cccc(OC)c2O)C2C(=O)N(c3ccccc3)C(=O)C21 (stereo not drawn),1.2,0.4,13,-5,14,-4,10,5,0.0

Following part
SMILES,TNF death inh,L929 necroptosis,EP2 antag,RBBP9 inhibitor,Hck-Nef inh,EP2 mod,Runt-CBFb FRET,Runt-SMMHC FRET,PERK inh
CS(=O)(=O)c1ccc2nc(NC(=O)c3ccc(S(=O)(=O)NCC4CCCO4)cc3)sc2c1 (stereo not drawn),-0.4,32,6,-10,26,0,2,-1,0.2
CC(=O)NC1=NC(=O)/C(=C/N2CCCCC2)S1,-0.6,0.3,4,-5,10,0,-2,-1,0.8
CC(=O)c1cccc(NC(=O)CC2SC(N3CCCCC3)=NC2=O)c1 (stereo not drawn),-0.2,1.4,14,-7,0,-3,-2,-2,0.4
Cc1ccc(CNC(=O)C2CC(c3cc(C(F)(F)F)cc(C(F)(F)F)c3)=NO2)o1 (stereo not drawn),-9.0,1.3,17,·,29,29,2,0,·
Clc1cccc(OCc2nc(-c3ccncc3)n[nH]2)c1,0.0,0.4,4,-1,1,6,2,-4,-0.4
CC1CCCC(C)N1C(=O)CSc1nnc(NC(=O)Cc2cccs2)s1 (stereo not drawn),0.9,2.2,4,-5,6,4,0,4,1.9
COc1cccc(CNC(=O)c2nnn(CC(=O)Nc3ccc(C)c(C)c3)c2N)c1,·,·,7,·,·,-8,-3,1,·
O=C(CSc1nnnn1Cc1ccccc1)N1CCN(c2ccccc2)CC1,-1.1,0.6,·,4,2,9,0,8,-1.1
COc1cc(C(=O)NCc2cc(C)nc3ccccc23)cc(OC)c1OC,0.4,2.8,5,-2,19,-2,-4,-1,-0.1
O=C(O)CCc1ccc(-c2ccc(Br)cc2)o1,0.9,1.6,4,-16,-1,10,39,33,0.3
COc1ccc(NC(=O)c2cc(C)on2)cc1,0.5,2.4,7,-5,-7,8,-1,0,1.6

Some values from above:
CC(=O)NC1=NC(=O)/C(=C/N2CCCCC2)S1 | EP2 antag = 4
COc1ccc(NC(=O)c2cc(C)on2)cc1 | EP2 mod = 8
CC(=O)c1cccc(NC(=O)CC2SC(N3CCCCC3)=NC2=O)c1 (stereo not drawn) | EP2 antag = 14
COc1cccc(CNC(=O)c2nnn(CC(=O)Nc3ccc(C)c(C)c3)c2N)c1 | EP2 mod = -8

Screening results from PubChem.

The list is partial; rates above refer to the full screens.
